# High-throughput results: PubChem, National Center for Advancing Translational Sciences (NCATS)
# Abeta yeast res – qHTS for compounds that reverse cellular toxicity of Amyloid beta (A-beta) peptide in yeast: Primary Screen. yeast expressing A-beta42, growth rescue, OD600, 48 h; response scale: 0% DMSO, 100% iron-clioquinol control. Potency, µM (highest dose often 46.1 µM), inactives show at the top dose growth rescue, usual class: activators. 410,000 tested, 0.063% active. AID 1347071, 2019; also: potency is read from the fitted curve at half-maximal effect; nearly all actives have a fitted effect of over 55% in size
#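 Yeast A-beta toxicity model in growth medium with pinned compounds, 48 h at 30 C; growth read as absorbance at 600 nm. Normalized to FeCl3/clioquinol equimolar mix (positive) and DMSO (negative).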
# WRN helicase inh – qHTS for Inhibitors of WRN Helicase | Bifunctional 3'-5' exonuclease/ATP-dependent helicase WRN (Homo sapiens), Q14191 | WRN helicase unwinding, fluorescent forked duplex, kinetic | Potency, µM (top dose mostly 114 µM), inactives show top-dose activity change, negative = inhibition, actives largely listed as inhibitors | 360,000 tested, 0.46% active; also: potency is read from the fitted curve at half-maximal effect; % is scaled to controls: 0 for no effect and ±100 for the full control effect; nearly all actives have a fitted effect of over 55% in size
#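 WRN at 20 nM final was preincubated with compound for 15 min at room temperature; reaction started with 100 nM forked duplex oligonucleotide carrying fluorophore and quencher plus 2 mM ATP (final). Unwinding followed kinetically by red fluorescence (ex 525/em 598 nm).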
# PI5P4K alpha inh – qHTS for Inhibitors of phosphatidylinositol 5-phosphate 4-kinase (PI5P4K); Phosphatidylinositol 5-phosphate 4-kinase type-2 alpha (Homo sapiens), P48426; PI5P4Kalpha enzyme, ADP-Glo luminescence, 60 min; active compounds read low; max response, %; 330,000 tested, 1.2% active; active = max response of -50% or lower; inconclusive = between -30% and -50%; inactive = -30% or higher; also: value at the top dose of about 77 µM; % is scaled to controls: 0 for no effect and ±100 for the full control effect
# Target sequence (P48426 whole entry, looked up): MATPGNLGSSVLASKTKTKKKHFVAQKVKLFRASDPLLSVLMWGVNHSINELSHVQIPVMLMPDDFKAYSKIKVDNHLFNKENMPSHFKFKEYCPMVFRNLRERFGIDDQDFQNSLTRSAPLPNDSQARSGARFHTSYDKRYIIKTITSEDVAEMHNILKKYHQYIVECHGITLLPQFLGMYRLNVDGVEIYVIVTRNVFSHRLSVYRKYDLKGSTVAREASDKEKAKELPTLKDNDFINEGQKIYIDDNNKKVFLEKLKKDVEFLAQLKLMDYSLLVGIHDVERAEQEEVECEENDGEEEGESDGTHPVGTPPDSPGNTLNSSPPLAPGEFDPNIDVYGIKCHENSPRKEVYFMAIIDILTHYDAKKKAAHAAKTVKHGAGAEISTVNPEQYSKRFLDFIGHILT
#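 Single end-point luminescence (ADP-Glo) quantified ADP from PI5P4Kalpha turnover; ATP 5 microM final, 1 h at RT, 0.1% CHAPS and 0.28 mM EGTA in HEPES pH 7.4.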
# PLK1 PBD inh – qHTS for Inhibitors of PLK1-PDB (polo-like kinase 1 - polo-box domain): Primary Screen | Serine/threonine-protein kinase PLK1 (Homo sapiens), P53350 | Plk1 PBD binding of FITC phosphopeptide, fluorescence polarization | Potency, µM, without a hit: max response, negative = inhibition, usual class: inhibitors | 360,000 tested, 2.8% active; also: potency is read from the fitted curve at half-maximal effect; series mostly up to about 57 µM; % is scaled to controls: 0 for no effect and ±100 for the full control effect; nearly all actives have a fitted effect of over 65% in size
# Target sequence (P53350 whole entry, looked up, the tested form may be a part): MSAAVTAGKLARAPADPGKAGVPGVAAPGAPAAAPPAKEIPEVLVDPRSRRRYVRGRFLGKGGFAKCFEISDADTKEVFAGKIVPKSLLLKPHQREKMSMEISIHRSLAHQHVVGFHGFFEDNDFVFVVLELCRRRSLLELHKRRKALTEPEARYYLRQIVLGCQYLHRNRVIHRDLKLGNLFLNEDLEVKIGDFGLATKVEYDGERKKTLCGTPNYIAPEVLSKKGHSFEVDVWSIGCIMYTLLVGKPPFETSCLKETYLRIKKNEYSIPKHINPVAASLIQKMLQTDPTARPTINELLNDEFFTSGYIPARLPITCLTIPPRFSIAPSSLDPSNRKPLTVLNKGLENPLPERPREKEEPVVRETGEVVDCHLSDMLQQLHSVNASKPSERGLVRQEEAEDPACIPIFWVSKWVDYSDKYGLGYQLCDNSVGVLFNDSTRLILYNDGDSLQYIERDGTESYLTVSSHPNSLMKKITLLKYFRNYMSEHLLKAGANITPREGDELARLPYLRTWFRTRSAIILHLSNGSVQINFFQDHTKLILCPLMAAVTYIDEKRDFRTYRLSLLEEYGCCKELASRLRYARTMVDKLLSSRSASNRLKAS
# EPAC1 ag – qHTS for Agonist of cAMP-regulated guanine nucleotide exchange factor 3 (EPAC1): primary screen | Rap guanine nucleotide exchange factor 3 (Homo sapiens), O95398 | EPAC1 agonist qHTS, biochemical assay; response scale: 100% = response to 6.5 mM cAMP | Potency, µM (top dose mostly 154 µM), for the others: at the top dose activation, most hits filed as activators | 360,000 tested, 0.073% active | AID 720707, 2013; also: potency is read from the fitted curve at half-maximal effect; nearly all actives have a fitted effect of over 60% in size
#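 Nucleotide exchange assay: 100 nM EPAC1 with 250 nM Rap1B loaded with BODIPY-GDP and 50 uM GDP, room temperature. Fluorescence (480/540 nm) read every 5 min for 30 min; signal change normalized to 6.5 mM cAMP as full agonist.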
# aSyn rescue – qHTS of alpha-syn Inhibitors; 370,000 tested, 0.14% active; Yeast expressing alpha-synuclein, growth rescue, BacTiter-Glo, 24 h; Potency, µM (titrated, usually from 46.1 µM), for inactives: top-dose growth rescue (activation), most hits filed as activators; AID 652106, 2013; also: potency is read from the fitted curve at half-maximal effect; % of control where 0% means no effect; nearly all actives have a fitted effect of over 65% in size
#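 Galactose-induced alpha-syn yeast (OD600=0.02, raffinose-pregrown) + pinned cpd, 24 hr, 30 deg C; growth by BacTiter-Glo luminescence. Growth restoration scores as activation.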
# FUS suppressor – qHTS for Suppressors of FUS Proteinopathy: Primary screen using FUS-linked yeast assay; S. cerevisiae FUS-expressing, growth rescue, OD600, 24 h; Potency, µM (series often up to 76.6 µM), for the others: at the highest dose growth rescue (activation), hits mostly activators; 390,000 tested, 0.24% active;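 also: potency is read from the fitted curve at half-maximal effect; plate controls were DMSO vehicle for no effect and reference control for full effect; nearly all actives have a fitted effect of over 55% in size; some results filed as inactive show a strong effect at the top dose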
#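 Yeast expressing FUS under galactose induction, OD 0.005 in 2% galactose medium; compounds in a dilution series, 24 h at 30C. Growth rescue by absorbance at 600 nm; CP55940 positive control, DMSO negative.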
# IL2 activator – qHTS of IL-2 Activators. IL-2 activation reporter assay, cell-based qHTS; stimulated with anti-CD3/CD4/CD28 beads; in transgenic mouse T cells. activation, % (series mostly up to about 46 µM). 360,000 tested, 0.065% active. AID 652025, 2013; in the data active = activation above about 50%; inconclusive = mostly about 30% to 49%; also: 0% is about no effect
#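 Unstimulated transgenic mouse T cells, 750 per well, received compound and, after 60 minutes, anti-CD3/anti-CD4 bead plus anti-CD28 stimulation. EGFP and DsRed were quantified after 18 hours.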
# EPAC1 antag – qHTS for Antagonist of cAMP-regulated guanine nucleotide exchange factor 3 (EPAC1): primary screen; Rap guanine nucleotide exchange factor 3 (Homo sapiens), O95398; EPAC1 GEF assay, Rap1b-BODIPY-GDP exchange fluorescence; Potency, µM (highest dose often 115 µM), without a hit: at the top dose activity change, negative = inhibition, most hits filed as inhibitors; 360,000 tested, 0.14% active; AID 720709, 2013;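 also: potency is read from the fitted curve at half-maximal effect; plate controls were vehicle for no effect and positive control for full effect; nearly all actives have a fitted effect of over 50% in size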
# The depositor's hits bear a star; u = inconclusive; x = not tested or not shown; & = joins results of further samples; [ ] = another dose, or the depositor's remark. Unless noted, calls follow the shape of the dose curve; as a rule, active = well fitted curve in the direction sought with a large enough effect; inconclusive = small, poorly fitted or top-dose-only effect, or another doubt; inactive = no such curve, though single readings can be large; an effect the other way counts as inactive or inconclusive.
# The first 4 records, ahead of the listing:
SMILES,Abeta yeast res,WRN helicase inh,PI5P4K alpha inh,PLK1 PBD inh,EPAC1 ag,aSyn rescue,FUS suppressor,IL2 activator,EPAC1 antag
O=C(O)C1c2ccccc2Cc2ccccc21,5%,4%,0,-6%,-12%,u,-20%,-0.1,14%
O=C(CCCN1C(=O)/C(=C\c2cccs2)SC1=S)Nc1ccccn1,-1%,3%[57.1 µM],-1,0%,3%,15%,5%,-6.2,15%
Cc1ccc(NC(=O)CN(C)C(=O)c2cc(-c3cccs3)nn2-c2ccccc2)cc1,0%,4%,0,1%,10%,-2%,10%,0.0,2%
CCNC(=O)C1(C)CCCN(Cc2csc3ccccc23)C1 (configuration not stated),0%,-2%,0,-9%,6%,-4%,-12%,-0.4,3%

# Main list (from the top)
SMILES,Abeta yeast res,WRN helicase inh,PI5P4K alpha inh,PLK1 PBD inh,EPAC1 ag,aSyn rescue,FUS suppressor,IL2 activator,EPAC1 antag
O=C(O)C1c2ccccc2Cc2ccccc21,5%,4%,0,-6%,-12%,u,-20%,-0.1,14%
O=C(CCCN1C(=O)/C(=C\c2cccs2)SC1=S)Nc1ccccn1,-1%,3%[57.1 µM],-1,0%,3%,15%,5%,-6.2,15%
Cc1ccc(NC(=O)CN(C)C(=O)c2cc(-c3cccs3)nn2-c2ccccc2)cc1,0%,4%,0,1%,10%,-2%,10%,0.0,2%
CCNC(=O)C1(C)CCCN(Cc2csc3ccccc23)C1 (configuration not stated),0%,-2%,0,-9%,6%,-4%,-12%,-0.4,3%
CC(=O)/C(=N\Nc1ccccc1)Sc1cccc2cccnc12,11%,-4%,-4,-16%,21%,-7%,23%,-3.7,u
Cc1ccc2nc(N(CCCN(C)C)C(=O)c3sc4ccccc4c3Cl)sc2c1,-18%,-29%,-11,-11%,7%,-1%,x,3.1,-14%
CC1=C(C)CC(C(=O)N2CCN(C/C=C/c3ccccc3)CC2)C(C(=O)O)C1 (configuration not stated),8%,9%,-2,-9%,18%,1%,7%,0.6,6%
CCN1CCN(CC(=O)c2ccc(OC)cc2)CC1,u,-4%,1,-8%,6%,12%,-9%,-0.4,8%
O=C(COC(=O)C1=NNC(=O)CC1)NCCc1ccccc1,-12%,2%,3,-13%,6%,0%,13%,-1.9,-4%
COc1cccc(/C=N/Nc2nn3cnnc3c3ccccc23)c1O,-8%,u,2,-5%,0%,0%,38%,0.2,-6%
COc1cccc(SCC2CSc3nc4ccccc4c(=O)n32)c1 (configuration not stated),8%,-1%,2,u,-9%,1%,-1%,0.2,-10%
Cc1ccc(CCNC(=O)C2CCCN(C(=O)N(C)C)C2)cc1 (configuration not stated),11%,-2%,x,0%,2%,-1%,5%,1.3,-1%
CN1CCN(C(=O)C2=C[C@@H](c3ccccc3)C[C@@H](OCCCCO)O2)CC1,-7%,6%,3,-15%,-10%,-1%,-7%,0.2,-9%
COc1cc2c(cc1OC)CC(=O)N(C)CC2,-5%,2%,1,0%,-6%,3%,x,0.0,13%
CN(C)c1ccc(C(=O)NCc2ccc3c(c2)CCO3)cc1,17%,0%,2,-6%,6%,1%,13%,-5.0,-14%
O=C(CN(C1CCCCC1)S(=O)(=O)c1ccc(Cl)cc1)NCCCO,-6%,4%,x,-1%,-2%,2%,-1%,1.1,4%
CCCCN(C(=O)c1cccs1)C1CCS(=O)(=O)C1 (configuration not stated),9%,-2%,4,-6%,-4%,-6%,-12%,-3.0,-9%
Cc1ccc(OCCSc2nc3ncnc(N)c3[nH]2)cc1,-20%,38%[activator],u,9.5µM*,-3%,10%,-7%,-0.6,-23%
CCN(CC)CCn1c2c(c(SCC(=O)Nc3ccccc3Cl)nc1=O)CCCC2,2%,-10%,1,-5%,16%,-3%,7%,0.0,0%
COc1ccc(NS(=O)(=O)c2cc3c(cc2C)NC(=O)CO3)c(OC)c1,-10%&-4%,-7%,10,-2%,0%,-10%,-14%&-8%,-1.0,-1%
Cc1cccc(Oc2ccc(NC(=O)C3=CC=CN4CCS(=O)(=O)N=C34)cc2)c1,16%,0%,12,-8%,13%,1%,-1%,0.5,1%
Cc1ccc(NC(=O)N2CCC(NC(=O)c3ccco3)CC2)cc1,4%,4%,-2,-8%,12%,-7%,6%,0.5,11%
CC1CCCCC1NCc1cccc([N+](=O)[O-])c1 (configuration not stated),-26%,5%,-8,27µM*,1%,10%,-17%,0.5,2%
CCN1CCN(c2ccc(S(=O)(=O)N3CCCCC3)cc2NC(=O)c2cccc(C)c2[N+](=O)[O-])CC1,5%,-3%,-1,-1%,13%,3%,17%,0.1,-13%
Cc1cc(NS(=O)(=O)c2ccc(NC(=O)c3ccoc3C)cc2)nc(C)n1,12%,-17%,-2,-21%,-1%,4%,-3%,0.8,-6%
SMILES,Abeta yeast res,WRN helicase inh,PI5P4K alpha inh,PLK1 PBD inh,EPAC1 ag,aSyn rescue,FUS suppressor,IL2 activator,EPAC1 antag
CN(C)C(=O)c1ccc(NC(=O)COc2ccc([N+](=O)[O-])cc2)cc1,-10%,0%,11,-4%,-5%,-3%,13%,0.1,-23%
CN(C)S(=O)(=O)c1cccc(C(=O)Nc2ccccc2)c1,-13%,12%[57.1 µM],1,-18%,-4%,1%,-13%,-0.1,0%
CC(=O)c1ccc(Nc2nc3ccc(C)cc3n3cnnc23)cc1,-25%,-4%,2,-8%,7%,1%,5%,0.4,-10%
CCc1cccc(C)c1NC(=O)COC(=O)Cc1ccccc1,6%,5%,-18,-7%,11%,0%,-50%,0.9,3%
COc1ccc(/C=C/C(=O)N2CCCc3ccccc32)c(OC)c1,-7%,u,-1,-10%,15%,-5%,40%,-2.1,u
Cc1onc(-c2c(F)cccc2Cl)c1C(=O)NC(=S)NC1CCSC1=O (configuration not stated),11%,-12%,-8,-5%,20%,-1%,7%,-1.8,-8%
C=CCNc1nc(Cl)nc(Nc2ccc([N+](=O)[O-])cc2)n1,-15%,u,2,-18%,8%,-8%,6%,-2.3,-4%
COC(=O)CCSc1cc([N+](=O)[O-])cc2c1c(C1OCCO1)nn2-c1ccccc1,-5%,-9%,3,-8%,30%,9%,16%,-0.3,7%
COc1cccc(CNC(=O)C2CCN(C(=O)N3CC(C)Oc4ccccc43)CC2)c1 (configuration not stated),2%,-5%,3,-4%,-2%,0%,8%,-0.8,10%
COC(=O)c1ccc(C(=O)OC)c(NC(=O)CN2CCC(C)CC2)c1,-4%,-3%,1,-18%,4%,0%,2%,0.6,-4%
Cc1cccc(C)c1NC(=O)C(c1ccccc1)n1c(=O)c(-c2ccco2)nc2ccccc21 (configuration not stated),9%,-11%,-52*,u,7%,2%,u,-0.4,-20%
CCc1ccc2[nH]c(C)c(CN3CCCCCC3)c(=O)c2c1,-17%,2%,-2,-8%,0%,-8%,-6%,0.1,22%
COc1ccccc1N1CCN(C(=O)C2CCN(S(=O)(=O)c3ccc4c(c3)CC(C)N4C(C)=O)CC2)CC1 (configuration not stated),-15%,-3%,19,-4%,-11%,4%,22%,-0.7,9%
CCN(C(=O)CSc1nnc(-c2ccc(F)cc2)n1C)C1CCS(=O)(=O)C1 (configuration not stated),-7%,-9%,-2,-8%,0%,-5%,14%,-0.2,-11%
C=CCNc1oc(-c2ccc(OCC)cc2)nc1C#N,21%,-2%,x,-1%,-1%,1%,10%,-1.9,4%
CCCN(CCC)C(=O)c1cc(-c2ccc3c(c2)OCO3)nc2ccccc12,-10%,-14%,-3,-6%,14%,1%,u,1.1,-3%
COc1ccc(-c2cc(=O)oc3c(O)c(O)ccc23)cc1,-3%,13µM*,-17,-10%,1%,u,16%,0.5,35µM*
O=C(COc1cccc2ccccc12)NNC(=O)[C@@H]1CCCC[C@@H]1C(=O)O,9%,1%,-7,u,10%,3%,-6%,-1.3,1%
Cc1cccc(-n2cnc(C(=O)O)c2)n1,3%,-19%,-4,1%,1%,5%,0%,-0.5,-12%
COc1cccc(-c2cc(C(=O)Nc3cccnc3Cl)no2)c1,0%&4%,4%,-7,-6%,9%,-4%,9%&-8%,-0.8,4%
C[C@H]1NC(=O)[C@@]2(C)[C@@H](c3ccccc3)[C@H]3COc4ccccc4[C@H]3N2C1=O,-19%,11%,-4,-20%,-8%,-2%,10%,-0.4,1%
CC(C)(C)c1cc(CNC(=O)C2CCC(=O)N(Cc3ccccc3F)C2)[nH]n1 (configuration not stated),7%,1%,0,6%,-11%,-1%,0%,3.6,9%
Nc1cc(N)nc(SCC(=O)Nc2ccc(Br)cc2Cl)n1,-9%,-4%,-16,11µM*,-1%,-3%,34%,-1.0,-15%
O=C(Oc1ccc2ccccc2c1Cl)N1CCCC1,-10%,-5%,9,-9%,4%,-11%,29%,-3.0,-2%
CCc1ccc2oc(C(=O)Nc3ccc(S(N)(=O)=O)cc3)c(C)c2c1,10%,3%,0,-16%,4%,1%,11%,-1.1,2%
CC(C)CC1c2[nH]c3ccccc3c2CCN1CCCn1cccn1 (configuration not stated),-11%,-2%,3,-2%,12%,1%,-2%,-0.2,-3%
O=C(Nc1c(C(=O)N2CCCC2)cnn1-c1ccccc1)c1cccc(F)c1,5%,10%,x,-4%,5%,0%,25%,5.1,-14%
